# High-throughput results deposited in PubChem by several laboratories.
# Dynein cargo inh: dynein cargo transport inhibition; 3617.4 mouse cells, GR-EGFP nuclear translocation imaging; test concentration mostly 20 µM; stimulated with dexamethasone, 1 µM; stronger effect = lower value; z-score, hits read low; hit rate 0.47% among 220,000;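 active = plate z-score of nuclear minus cytoplasmic receptor signal below a set negative limit, without overly bright fluorescence or cell loss, cut at about -3.5 in these data, passing the limit was not always enough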;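 also: z-score of nuclear minus cytoplasmic ring GR-EGFP intensity difference per well; some compounds called inactive have numbers as strong as hits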
#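 medium = tetracycline-free induction medium containing charcoal-stripped FBS | probe or stimulus = dexamethasone, 1.0 µM final | timing = 48 h induction, then 1 h compound, then 30 min agonist, 37 °C | detection = automated 10x imaging of fixed Hoechst-stained cells | read-out basis = nuclear versus cytoplasmic GR-EGFP signal, averaged per well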
# b-catenin transl: modulators of beta-catenin nuclear translocation; nuclear translocation activity, % at 5 µM; HeLa beta-catenin nuclear translocation, immunofluorescence imaging; hit rate 0.3% among 190,000;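 active = nuclear translocation activity above 50% at 5 µM, with a well cell count of 50 or more; inconclusive = wells under 50 cells across six images, flagged as toxic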;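 also: per-cell ratio of nuclear to cytoplasmic median beta-catenin stain intensity; plate controls were DMSO negative control for no effect and GSK-3 inhibitor IX positive control for full effect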
#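 Technique: fluorescence imaging of beta-catenin antibody stain plus DAPI / Material: human HeLa cell line / Incubation: compound treatment 24 h, 37°C, 5% CO2 / Read-out basis: % activation of per-cell nuclear versus cytoplasmic median beta-catenin signal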
# WT yeast gro inh: growth inhibition of WT yeast, mitochondrial fusion screen | hit rate 2.1% among 190,000 | mitochondrial fusion phenotypic screen, WT strain | inhibition, % at 10 µM; in the data active = inhibition above about 58%; tested in S. cerevisiae
# MT stabilizer: microtubule stabilization, imaging screen; HeLa tubulin immunostaining HCS, 24 h; share of cells brighter than vehicle mean+2SD; % tubulin-high responders, % at 10 µM; hit rate 0.83% among 200,000;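 active = plate Z-score above 3 for both tubulin-high and condensed-nucleus cell shares, with cell loss under 80%, at 10 µM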;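 also: anti alpha tubulin signal scored within the nucleus-defined area of each cell; some results filed as inactive read as strong as hits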
# Yfh1-off respiration: mitochondrial function rescue without frataxin homolog – Friedreich's ataxia, plus single-dose screen, dose response (AID 1465). S. cerevisiae Yfh1-off respiration, WST-1 reduction, 72 h; higher fold induction means a stronger effect. fold induction at 50 µM; hits with a dose series show EC50 in µM. hit rate 0.074% among 220,000;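 active = fold induction of absorbance versus untreated yeast above a set limit, then at least 30% activation at any dose in follow-up; inconclusive = repeats straddling the limit, or above it without dose testing; inactive = fold induction below the set limit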;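 also: activators that raise dye reduction in frataxin-depleted yeast; strong numbers were not always called active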
# Insulin prom up: MIN6 insulin promoter up-regulation; MIN6 insulin promoter-GFP reporter, high-content imaging; stronger effect = higher value; z-score at 5 µM; hit rate 0.3% among 190,000;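 active = z-score above 3 at 5 µM with at least 500 cells counted in the well; inconclusive = wells under 500 cells, flagged as cytotoxic or low count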
# Lipid droplet: hepatic lipid droplet formation modulation | inhibition, % at 6.5 µM | AID 1656 | hit rate 0.4% among 240,000 | AML12 mouse hepatocytes, oleate lipid droplets, BODIPY imaging;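 active = lipid droplet intensity inhibited by at least 50%, with more than 500 cells counted; inconclusive = wells with under 300 cells, treated as cytotoxic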
#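 Material – AML12 mouse liver cells · Also added – oleate loading, 100 µM · Compound dosing – 6.5 µM single-point dosing · Times – overnight treatment with compound plus oleate · Measured by – fluorescence imaging, 20x objective, two fields per well · Read-out – percent inhibition of filter-corrected integrated lipid droplet intensity per well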
# HEK293 NOD2/NF-kB: NOD2 signaling inhibitors, cell-based, luminescence, uHTS, HEK293 (AID 1566); inhibition, % at 4 µM; hits with a dose series show EC50 in µM; hit rate 0.63% among 290,000; HEK293 NOD2/NF-kB luciferase reporter, luminescence; higher % means a stronger effect; in the data active = inhibition above about 50%; also: many of its hits are not listed in these tables
# Autophagy HCS: alters autophagy in cells; MEF GFP-LC3 puncta imaging; test concentration mostly 10 µM; calls only at 10 µM (by protocol); hit rate 0.98% among 190,000; AID 463193;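 active = percentage of spot-positive cells more than 3 SD above its plate mean, without a fluorescence outlier flag or 80% toxicity; inconclusive = no clear call, values can overlap the other calls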;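 also: spot-positive cell cutoff set from DMSO-treated cells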
# WT yeast gro inh mutant strain: second read-out of WT yeast gro inh, no call of its own (marks repeat the call); inhibition, %; mitochondrial fusion phenotypic screen, mutant strain inhibition
# Dynein cargo inh cytoplasmic EGFP: second read-out of Dynein cargo inh, no call of its own (marks repeat the call); z-score; measured here: cytoplasmic GR-EGFP intensity; stronger effect = higher value
# Dynein cargo inh nuclear GR-EGFP: further read-out of Dynein cargo inh, marked with its call; z-score; measured here: nuclear GR-EGFP intensity;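 lower value marks the stronger effect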
# Dynein cargo inh cell count: also measured in Dynein cargo inh; calls as there; z-score; measured here: cell count per field
# Insulin prom up cell count: also measured in Insulin prom up; calls as there; cell count; measured here: cytotoxicity, nuclei count;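 total cells summed across four imaged fields per well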
# Lipid droplet cells 6.5 µM: also measured in Lipid droplet; calls as there; cell count; measured here: cell count, cytotoxicity flag;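 cells counted across two imaged fields per well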
# b-catenin transl cell count 5 µM: second read-out of b-catenin transl, no call of its own (marks repeat the call); cell count; measured here: cell count, cytotoxicity flag
# MT stabilizer Hoechst-high %: also measured in MT stabilizer; calls as there; % Hoechst-high responders; measured here: nuclear condensation Hoechst responders;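 share of cells brighter than vehicle mean plus two SD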
# MT stabilizer cytotoxicity %: second read-out of MT stabilizer, no call of its own (marks repeat the call); toxicity, %; measured here: cytotoxicity by cell density;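 0% = mean cell density of plate MIN control wells and 100% = no cells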
# Autophagy HCS cell loss 18 h: further read-out of Autophagy HCS, marked with its call; toxicity, %; measured here: cell loss, nuclei count;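 cell loss after 18 h compound exposure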
# * = called active by the depositor; i = inactive; ? = inconclusive; nt = no result given.
SMILES,Dynein cargo inh,Dynein cargo inh cytoplasmic EGFP,Dynein cargo inh nuclear GR-EGFP,Dynein cargo inh cell count,b-catenin transl,b-catenin transl cell count 5 µM,WT yeast gro inh,WT yeast gro inh mutant strain,MT stabilizer,MT stabilizer Hoechst-high %,MT stabilizer cytotoxicity %,Yfh1-off respiration,Insulin prom up,Insulin prom up cell count,Lipid droplet,Lipid droplet cells 6.5 µM,HEK293 NOD2/NF-kB,Autophagy HCS,Autophagy HCS cell loss 18 h
NCCNc1ccc([N+](=O)[O-])c(Sc2nc3ccccc3[nH]2)c1,-0.26,-0.26,-0.46,0.46,-2.1,471,-10,-16,3.6,1.6,2.3,i,-0.07,1132,-3,794,13%,i,3
COCCNC(=S)N/N=C(\C)c1ccc(Cl)s1,-0.65,-0.7,-0.54,0.14,1.1,1383,nt,nt,nt,nt,nt,i,-0.54,956,-1,654,-1%,nt,nt
CC1(C)CC(OC(=O)c2ccccc2)CC(C)(C)N1,-0.74,0.13,-0.067,0.59,nt,nt,0,2,2.1,1.3,5.0,i,-0.82,969,-8,744,-44%,i,0
COc1ccc(NC(=O)C(C)N(c2ccc(C)cc2)S(C)(=O)=O)c(OC)c1 (stereo not drawn),-1.4,-0.26,-0.69,1.1,-0.5,1106,22,30,3.2,2.1,9.4,i,-0.44,1820,-13,571,-5%,i,-4
Cc1[nH]n(C2=NCCS2)c(=O)c1N=Nc1ccccc1,-0.86,-0.31,-0.35,0.93,0.3,1477,6,6,3.3,1.9,2.2,i,-0.83,1351,26,712,9%,i,-30
Cc1cc(NN)nc(NS(=O)(=O)c2ccc(Cl)cc2)n1,0.15,-0.31,0.46,-0.21,-1.7,924,-14,-12,2.0,2.2,6.7,i,0.2,1573,6,662,15%,i,-6
CCOC(=O)N1CCC(NC(=O)CCC(=O)N2CCOc3ccc(C)cc32)CC1,-0.32,-0.18,-0.08,1.1,4.7,1389,3,3,2.2,6.3,11,i,-1.6,965,nt,nt,11%,i,3
C=CCn1c(-c2cccnc2Cl)nc2ccccc21,-0.4,-0.22,-0.32,0.28,-8.1,1157,4,5,1.0,2.0,2.7,i,-0.31,1329,2,678,14%,i,-8
Cc1nn(-c2ccccc2)c(Cl)c1C(=O)NCC(=O)O,-0.48,-0.22,-0.17,-0.27,0.4,1075,-11,-6,1.8,2.3,5.7,i,0.32,1900,-2,639,4%,i,7
Cc1ccc(S(=O)(=O)NCCC(c2ccc(F)cc2)c2ccco2)cc1 (stereo not drawn),-0.15,-0.25,-0.33,0.086,-0.7,1114,37,17,1.1,1.8,2.6,i,-0.21,1503,1,566,3%,i,7
COc1ccc(NC(=O)CN(Cc2ccccc2)Cc2ccccc2)cc1S(N)(=O)=O,0.3,-0.28,0.33,0.94,-2.5,1247,9,10,2.8,1.2,0.5,i,-1.1,1302,-8,675,8%,i,26
Nc1c(C(=O)C2CC2)sc2nc(-c3cccs3)cc(C(F)(F)F)c12,-5.6,11,-1,-2.3,-6.4,1158,-15,-15,2.4,1.9,7.3,i,nt,nt,-12,676,0%,?,nt
O=C(N1CCOCC1)N1CCN(C(=O)N(c2ccccc2)c2ccccc2)CC1,-0.51,-0.27,-0.088,0.79,nt,nt,14,2,2.9,1.0,5.9,i,0.21,969,nt,nt,9%,i,-11
c1coc(-c2nnc(-c3ccc4c(c3)OCO4)o2)c1,-1.2,-0.34,-0.46,1.5,2.4,1127,5,13,6.0,3.6,7.9,i,-1.9,1054,nt,nt,-66%,i,7
C/C(N)=C(/C#N)C(=O)COC(=O)COc1ccc(Cl)cc1,-0.046,0.16,0.19,1.6,nt,nt,1,-7,2.0,0.2,18,i,-0.35,1275,2,737,11%,i,1
CCOC(=O)C1(C/C(C)=N/NC(N)=O)CC(C)OC1=O (stereo not drawn),0.076,-0.3,-0.31,0.1,-0.9,1006,6,9,2.4,1.5,7.8,i,nt,nt,0,501,-3%,i,4
CCc1[nH]nc2c1C(Cc1ccccc1)C(C#N)=C(N)O2 (stereo not drawn),0.032,0.37,0.44,-1.1,nt,nt,-7,-9,1.1,1.0,4.2,i,0.86,830,21,833,14%,i,15
CCOC(=O)CNC(=O)Cn1cnc2c(nnn2-c2cccc(Cl)c2)c1=O,-1.1,-0.25,-0.67,0.56,0.3,1031,21,-4,3.3,2.3,3.3,i,-0.69,1882,6,654,3%,i,25
CC1(C)NC(C)(C)/C(=C\c2cccs2)C(=O)C1=O,-0.46,-0.3,0.069,0.12,-1.9,1018,-3,-9,1.5,1.1,2.4,i,-0.17,1450,13,726,-12%,i,10
Cc1ccc(NC(=O)c2[nH]cnc2C(=O)NN)cc1,-0.048,-0.16,-0.57,1.1,2.0,1044,-3,-6,1.7,2.4,12,i,-0.13,1409,19,651,6%,i,-4
COc1cccc(N2CCN(S(=O)(=O)c3ccc4nc(-c5ccccc5)[nH]c4c3)CC2)c1,0.19,0.058,0.39,0.45,nt,nt,5,6,2.6,3.2,6.8,i,-0.73,874,3,782,6%,i,-8
O=C(COc1ccccc1Br)Nc1ccccc1C(F)(F)F,0.9,-0.083,0.49,0.089,0.1,1519,8,-3,1.9,1.7,5.1,i,0.19,1526,1,641,-19%,i,-1
CN(C)S(=O)(=O)c1cccc(C(=O)Nc2ccc(S(=O)(=O)N3CCCC3)cc2)c1,-0.53,-0.23,0.082,0.22,0.0,1158,-4,14,5.8,2.4,10,i,-0.55,1252,-6,670,20%,i,10
Cc1cc(NS(=O)(=O)c2ccc(NC(=O)c3oc4ccccc4c3C)cc2)no1,0.21,-0.25,0.053,0.24,-1.2,1098,9,13,3.3,1.5,3.0,i,1.4,836,10,791,-8%,i,-1
COC(=O)[C@@H]1C[C@@]2(O)[C@@H](O)[C@@H](O)[C@@H](O)C[C@H]2N1Cc1ccc(C(F)(F)F)cc1,1.2,-0.75,0.7,-0.96,-1.0,1141,nt,nt,nt,nt,nt,i,0.92,745,-2,647,-12%,nt,nt
SMILES,Dynein cargo inh,Dynein cargo inh cytoplasmic EGFP,Dynein cargo inh nuclear GR-EGFP,Dynein cargo inh cell count,b-catenin transl,b-catenin transl cell count 5 µM,WT yeast gro inh,WT yeast gro inh mutant strain,MT stabilizer,MT stabilizer Hoechst-high %,MT stabilizer cytotoxicity %,Yfh1-off respiration,Insulin prom up,Insulin prom up cell count,Lipid droplet,Lipid droplet cells 6.5 µM,HEK293 NOD2/NF-kB,Autophagy HCS,Autophagy HCS cell loss 18 h
O=C(Nc1nnc(C2=COCCO2)o1)c1ccc(S(=O)(=O)N2CCCCC2)cc1,-0.56,-0.29,-0.35,0.8,-1.0,1087,1,2,4.9,2.0,2.9,i,nt,nt,20,726,9%,i,20
COc1cccc(C(c2sc3ncnn3c2O)N2CC(C)OC(C)C2)c1 (stereo not drawn),-1.2,-0.22,-0.4,0.52,-0.4,1047,13,-6,4.9,2.1,6.6,i,-0.46,1410,0,536,9%,nt,nt
COc1ccccc1C1=NNC(=NCc2ccccc2)SC1,-1.4,-0.29,-0.65,0.35,-1.2,1195,18,-9,1.4,1.7,0.5,i,0.11,1335,21,707,-19%,i,-5
CCN1CCN(Cc2oc(CO)cc(=O)c2O)CC1,-0.31,-0.25,0.5,0.13,0.1,1187,13,10,1.4,1.4,1.5,i,nt,nt,0,821,-8%,i,-1
COc1ccc(-c2csc(CCN3N=C(C)CC3=O)n2)cc1,-1.1,-0.17,-0.67,0.38,-2.6,1146,5,-1,2.0,1.9,2.9,i,0.36,1255,-1,680,7%,i,4
O=C(Nc1ccc2c(c1)OCCO2)C1CCN(C(=O)c2ccc(Br)cc2)CC1,-0.16,-0.069,-0.029,-0.092,-0.9,1167,5,5,2.1,0.9,9.0,i,0.21,916,7,737,1%,i,-4
COc1ccc2oc(-c3cccc(NC(=O)CSc4ccc(Cl)cc4)c3)nc2c1,-0.62,-0.28,-0.46,0.36,-0.9,1069,5,-13,5.6,2.3,6.8,i,0.04,1502,3,655,-82%,i,-14
CCN(Cc1ccccc1)S(=O)(=O)c1ccc2oc(C(=O)O)c(C)c2c1,0.41,-0.24,0.5,0.65,-3.8,1107,-5,2,1.9,1.3,1.8,i,-0.63,1901,0,708,-3%,i,-38
O=C(Nc1ccc(Cl)c(Cl)c1)Nc1nnc(CC2=CCCCC2)s1,-0.88,-0.22,-0.6,0.017,-0.1,1086,-2,5,3.7,2.4,0.5,i,-0.32,1401,-1,655,12%,i,1
Cc1cc(/C(O)=C2\C(=O)C(=O)N(CCN(C)C)C2c2ccncc2)ccc1OCc1ccccc1 (stereo not drawn),1.2,-0.037,0.77,-1.1,1.2,1075,23,6,5.4,2.0,11,i,0.83,1473,-14,592,4%,i,8
Cc1ccc(CNC(=O)c2ccc([N+](=O)[O-])o2)cc1,-1.1,0.011,0.068,0.68,15,1283,30,39,6.4,3.4,3.9,i,1.4,1371,nt,nt,22%,i,19
CCOC(=O)c1c(NC(=O)CSc2nnc(-c3ccncc3)n2Cc2ccco2)sc(C)c1C,1.9,0.4,0.9,-1.8,-3.9,1238,31,28,1.1,1.4,8.2,i,0,924,-2,745,5%,i,4

# Some of the compounds tested; rates above refer to the full screens.
